Bioassay records as filed in PubChem BioAssay.
sEH activator = activators of human soluble epoxide hydrolase. P34913. purified human sEH enzymatic activity, activator screen. activation, % at 2 µM. 0.04% of 91,000 active. AID 717; in the data active = activation above about 37%; also: values of inactives mirror those of a sister screen read the other way
Target sequence (P34913 whole entry, looked up): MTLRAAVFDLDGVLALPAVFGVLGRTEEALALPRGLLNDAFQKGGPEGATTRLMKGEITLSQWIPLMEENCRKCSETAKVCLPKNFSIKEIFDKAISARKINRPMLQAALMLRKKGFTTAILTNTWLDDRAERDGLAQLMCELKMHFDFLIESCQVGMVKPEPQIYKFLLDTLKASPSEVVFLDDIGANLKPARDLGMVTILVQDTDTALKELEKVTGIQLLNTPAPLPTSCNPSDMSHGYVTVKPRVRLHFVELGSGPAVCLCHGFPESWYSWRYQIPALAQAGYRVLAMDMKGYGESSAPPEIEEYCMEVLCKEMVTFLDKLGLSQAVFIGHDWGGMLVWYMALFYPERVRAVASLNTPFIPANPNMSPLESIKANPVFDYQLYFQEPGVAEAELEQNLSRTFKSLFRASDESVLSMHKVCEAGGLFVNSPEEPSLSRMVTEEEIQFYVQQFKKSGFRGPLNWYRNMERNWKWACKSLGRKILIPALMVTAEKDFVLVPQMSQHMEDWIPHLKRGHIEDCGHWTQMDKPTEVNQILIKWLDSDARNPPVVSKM
Numbers without * were called inactive. Not all compounds are listed; count on the stated rates, not on these rows.

SMILES | sEH activator
COc1ccc(C2C(C#N)=C(N)Oc3n[nH]c(C)c32)cc1Cn1nc(C)c([N+](=O)[O-])c1C (configuration not stated) | 0
CCOc1cc(CNCCSc2nnnn2C)cc(Br)c1OCc1ccccc1F | 15
COc1c2ccc(C(=O)NCc3cc(C(F)(F)F)cc(C(F)(F)F)c3)cc2nn1C | -8
NNC(=O)CN1C(c2ccc(Cl)cc2)=Nc2ccc(Br)cc2C1c1ccccc1 (configuration not stated) | -8
CCn1cc(C(=O)OCC(=O)Nc2cccc(S(=O)(=O)N3CCOCC3)c2)c(=O)c2ccc(C)nc21 | 10
CS(=O)c1ccccc1COC(=O)Nc1ccc(Cl)cc1 (configuration not stated) | -3
COC(=O)N1N=C(c2ccccc2)CC1(O)C(F)(F)F (configuration not stated) | -2
CC(=O)Nc1ccc(Sc2ncccc2C(=O)Nc2ccc(F)cc2)cn1 | -9
Cc1cccc(OCCNc2cc(N3CCOCC3)ccc2[N+](=O)[O-])c1 | 0
O=C(Nc1nc(=O)n(C(=O)C2CC2)s1)c1ccccc1 | -6
N#Cc1c(-c2ccc3c(c2)OCO3)ccn2nc(-c3cccc(C(F)(F)F)c3)nc12 | 14
Cc1ccnc(NC(=O)C2CCC(CNc3c(N4CCCC4)c(=O)c3=O)CC2)c1 (configuration not stated) | 5
COC(=O)Nc1nc(-c2ccccc2)c(C(=O)c2ccccc2)s1 | 12
Cc1cccc2cc(/C=N/NC(=O)CN3CCOCC3)c(Cl)nc12 | -11
CCCc1cc(C(=O)NNC(=S)NC(C)c2ccccc2)cs1 (configuration not stated) | -3
Cc1cccc(OCC(=O)NC(=S)N2CCCc3ccccc32)c1 | -2
COc1ccc(CN=Cc2[nH]c3ccc(Br)c(Cl)c3c2O)cc1 | 11
Nn1cnnc1N/N=C/c1cc(Br)cc(Br)c1O | -3
COc1cc(CNn2c(C)n[nH]c2=S)cc(Cl)c1OCc1ccccc1 | 0
O=C(NC(CO)(CO)CO)c1coc(=O)c(Br)c1 | 10
O=C(NC(=S)Nc1cccc(Cl)c1N1CCCCC1)c1ccco1 | 4
O=C(O)C1CCC(=O)N(C2CC2)C1c1ccccc1 (configuration not stated) | 2
COc1cc(NC(=O)c2cc3ccccc3o2)c(OC)cc1Br | 5
O=C(/C=C/c1ccccc1)N1CCCN(C(=O)/C=C/c2ccccc2)CC1 | 5
O=C(N/N=C/c1ccccn1)C1CC1 | -11
COc1ccc(C2CC(C)=NN2C=O)cc1OC (configuration not stated) | 3
CCCCCCCC(=O)NC(Nc1ccc(S(N)(=O)=O)cc1)C(Cl)(Cl)Cl (configuration not stated) | 4
Cc1cc(/C=C2\SC(=Nc3ccc(F)cc3)NC2=O)c(C)n1-c1ccc(S(N)(=O)=O)cc1 | -9
COc1ccc(C(=O)Sc2ccc(Cl)cc2)cc1OC | -1
O=C(NCCCCCCNC(=O)OC1CCS(=O)(=O)C1)OC1CCS(=O)(=O)C1 (configuration not stated) | -1
N#CC(/C(=N/S(=O)(=O)c1cccs1)c1ccccc1)c1nc2ccccc2[nH]1 (configuration not stated) | 8
Cc1cccc(C)c1NC(=O)CSc1nc(C)c(CC(=O)c2ccc(Br)cc2)c(C)c1C#N | -2
CCN1C(=O)/C(=C2\SC(=S)N(c3c(C)n(C)n(-c4ccccc4)c3=O)C2=O)c2ccccc21 | 18
COc1ccc(C2C(C#N)=C(N)N(c3cccnc3)C3=C2C(=O)CCC3)cc1Cn1cc([N+](=O)[O-])cn1 (configuration not stated) | 0
Cc1ccc(-c2nnc(-n3nnc4ccccc43)c3ccccc23)cc1 | 8
CNc1nc(SCc2ccc(C)cc2)nc2c1CCCC2 | 8
CCn1c(=S)[nH]c2cc(S(=O)(=O)N3CCCCC3)ccc21 | 7
COC(=O)c1ccc(Oc2nc(C)cc(Oc3ccccc3)n2)cc1 | 9
O=[N+]([O-])c1ccc(Cl)c(/C=N/N2CCN(C3c4ccccc4-c4ccccc43)CC2)c1 | 2
CCc1ccc(/C=C/C(=O)C2C(=O)c3ccccc3C2=O)cc1 | 7
COc1ccccc1NC(=O)c1nn(-c2ccccc2)ccc1=O | 12
CCOC(=O)c1ccc2nc(NC(NC(C)=O)(C(=O)OC)C(F)(F)F)sc2c1 (configuration not stated) | 0
CCOC(=O)COn1c(=O)c(-c2ccc(OC)c(OC)c2)[n+]([O-])c2ccccc21 | -4
COc1cc2c(cc1OC)C(c1ccc(-c3ccc(Cl)cc3Cl)o1)=NCC2 | -11
CC(C)c1ccc(CNc2cc(N3CCCC3)ccc2[N+](=O)[O-])cc1 | -18
C=COCCNC(=O)C(=O)NC(C)C | -1
CNC(=S)N1N=C(c2ccc(Br)cc2)CC1c1ccc(Br)cc1 (configuration not stated) | 5
CCCSc1nc2sc3c(c2c(=O)[nH]1)CCN(Cc1ccccc1)C3 | -7
CN(C)S(=O)(=O)c1cc([N+](=O)[O-])ccc1N1CCCCCC1 | -12
Cc1c(NC(=O)CCCOc2ccccc2)cccc1[N+](=O)[O-] | -10
O=C(c1ccccc1)c1nn(-c2cccc(Cl)c2)c2nc(-c3ccccc3)cc(=O)n12 | -4
CC(=O)c1ccc(-n2nnnc2SCC(=O)NNC(=O)c2ccco2)cc1 | 1
Cc1nn(C(C)C(=O)NNC(=S)Nc2ccc(F)cc2)c(C)c1[N+](=O)[O-] (configuration not stated) | 3
COc1cccc(C2(CSc3nnc(-c4cc(OC)c(OC)c(OC)c4)o3)OCCO2)c1 | -1
COc1cccc(OC)c1OCC(O)CN1CCN(c2ccccc2)CC1 (configuration not stated) | 1
COc1ccccc1-c1nc(C(N)=O)c2[nH]c(=O)n(-c3cccc(C)c3)c2n1 | -6
Cc1cccc(NC(=O)c2ccc(N(C)C3CCCCC3)c([N+](=O)[O-])c2)n1 | -5
COC(=O)c1ccccc1NC(=O)c1cc(-c2ccc(OC)c(OC)c2)on1 | 3
COCCNC(=O)c1onc(CSc2cc(C)ccc2C)c1C(=O)O | 0
COc1cc(/C=N/NC(=O)c2ccncc2)ccc1OC(=O)c1ccc([N+](=O)[O-])cc1 | -19

Ordered by the number under sEH activator (smallest number first): some entries from above
SMILES | sEH activator
C=COCCNC(=O)C(=O)NC(C)C | -1
COCCNC(=O)c1onc(CSc2cc(C)ccc2C)c1C(=O)O | 0
COC(=O)c1ccccc1NC(=O)c1cc(-c2ccc(OC)c(OC)c2)on1 | 3

New compounds follow.
SMILES | sEH activator
CCC(=O)N1CCN(c2c(Cl)cccc2[N+](=O)[O-])CC1 | 16
FC(F)(F)c1nc(-c2ccncc2)ncc1-c1nnnn1-c1ccccc1 | -2
Cc1ccc(NC(=O)c2ccccc2OCC(=O)c2ccccc2)cc1 | 4
CCn1c(SCC(=O)NNC(=O)c2ccc(C)cc2)nnc1-c1ccncc1 | 2
CC(C)Nc1nc(Oc2ccc(Cl)cc2)cc(C(F)(F)F)n1 | -2
CCCC(=O)OCC(=O)Nc1ccc(OC(F)F)cc1 | 13
CC1C/C(=N/N=C2/NC(=O)CS2)CC(C)(C)C1 (configuration not stated) | 20
COCCCNC(=O)CSc1ccc(Cl)cc1 | 21
Clc1ccc(C2=Nn3c(nnc3-c3n[nH]c4c3CCC4)SC2)cc1Cl | -24
O=C(Oc1ccccc1Cl)c1ccc(-n2cncn2)nc1 | -2
O=C(Nc1nc(-c2cccs2)cs1)c1cc2ccccc2oc1=O | -16
CCCCOc1ccc(C(=O)NCC(=O)OC2CCOC2=O)cc1 (configuration not stated) | 21
Cn1c(Cc2csc(N)n2)nnc1SCC(=O)NC1CCCCC1 | -8
CC(C)Oc1ccccc1C1Nc2ccccc2C(=O)N1c1ccc2c(c1)OCCO2 (configuration not stated) | 8
COc1ccc(/C=N\NC(=O)CCN2CCN(c3ccccc3)CC2)cc1OC | -2
O=C(OCCN1CCN(c2ncc(C(F)(F)F)cc2Cl)CC1)c1ccc(F)cc1 | -8
COc1ccc2c(C)c(C(=O)NCC(C)O)oc2c1OC (configuration not stated) | 8
COc1cc(C(O)P(=O)(OCC(C)C)OCC(C)C)cc(OC)c1OC (configuration not stated) | 6
COc1ccc2[nH]c3nc(SCC(=O)Nc4ccc5c(c4)OCO5)nnc3c2c1 | 2
O=C(OCc1ccccc1)C1CCCN1C(=O)c1ccccc1[N+](=O)[O-] (configuration not stated) | -1
COc1ccc(C(=O)Nc2ccccc2-c2nnn(CC(=O)Nc3ccc4c(c3)OCCO4)n2)cc1 | -52
COc1ccccc1C(=O)NCC(=O)OC(C)C(=O)NC(=O)NC1CCCCC1 (configuration not stated) | -2
Cc1ccccc1-n1c(CSC(=N)N)nc2ccccc2c1=O | -18
CSCCC(C(=O)NCc1cccs1)N1C(=O)c2ccccc2C1=O (configuration not stated) | 2
Cc1c(C(=O)OC(C)C)sc(NC(=O)c2cccnc2)c1C#N | -5
O=C(CC(=O)NC1CCCCC1)N/N=C/c1ccc(Cl)cc1 | 10
CCCS(=O)(=O)N1CCCC(C(=O)NCCc2ccc(OC)c(OC)c2)C1 (configuration not stated) | -7
Cc1cc(C)c(S(C)(=O)=O)c(S(=O)c2ccc(Cl)cc2)n1 (configuration not stated) | -3
Cc1cccc(C)c1Oc1nc(-c2ccccc2)ncc1S(=O)(=O)c1ccccc1 | 8
O=C(O)CN(c1ccccc1F)S(=O)(=O)c1ccccc1 | -2
COc1cccc(NC(=O)C2CCN(S(=O)(=O)c3ccc4c(c3)OCCO4)CC2)c1 | -23
Brc1ccc(-c2nnc3c4ccccc4nc(N4CCOCC4)n23)cc1 | -6
CCCCCC(=O)NC(=S)Nc1ccc(N2CCCCC2)c(Cl)c1 | -6
CCOc1ccc(N/C=C/C(=O)c2ccc(OC)cc2)c([N+](=O)[O-])c1 | 18
Cc1ccc2c(c1)N(CC(=O)c1cccc(Cl)c1)C(=O)C(C)O2 (configuration not stated) | -4
CCCNc1[nH]c(=O)n(C)c(=O)c1N=O | 1
N/C(=N\c1nc2c(c(=O)[nH]1)CCC2)Nc1ccccc1C(F)(F)F | 1
Nc1nc(SCC(=O)NC2CCCCC2)[nH]c(=O)c1-c1ccccc1 | -36
C/C(=N\NC(=O)Cc1ccccc1)c1cccs1 | -15
Cc1cc(C)c2c3c(sc2n1)C(c1ccccc1)C(C#N)=C(N)O3 (configuration not stated) | -10
Cc1ccccc1NC(=S)Nc1cccc([N+](=O)[O-])c1 | 9
CCOC(=O)c1[nH]c(=O)[nH]c1COC(=O)c1cc2ccccc2o1 | -8
CCN(CC)C(NC(=O)Cc1ccccc1)C(Cl)(Cl)Cl (configuration not stated) | 2
Cc1cc(N2CCN(c3ccccc3Cl)CC2)n2cc(-c3ccccc3)nc2n1 | 2
S=C(NCCSCc1ccccc1Cl)Nc1ccccc1 | -8
CC(=O)Nc1ccc(S(=O)(=O)Oc2cccc(N3C(=O)C4CCCCC4C3=O)c2)cc1 (configuration not stated) | 10
O=C(NN1CCOCC1)c1cc(-c2ccccc2)nc2ccccc12 | -5
COc1cccc(CNc2ncnc3cc(OC)c(OC)cc23)c1 | 9
N/C(=N\OC(=O)CCC1CCCCC1)c1cccc([N+](=O)[O-])c1 | -1
COc1ccc(CNC(=O)Nc2cccs2)cc1OC | -4
Cc1cccc2[nH]c3c(N4CCN(C(=O)c5ccco5)CC4)ncnc3c12 | -4
CNC(=O)COC(=O)c1cc(NC(=O)c2ccco2)c(OC)c(OC)c1 | 18
O=C(O)CSc1ncnc2nc[nH]c12 | -12
Nc1ncnc2c1ncn2C1CCC(CO)C(O)C1 (configuration not stated) | 0
Clc1ccc(-c2nc3ncccn3c2Nc2ccc3c(c2)OCO3)cc1 | -3
COc1ccc(NC(=O)C2OC3OC(C)(C)OC3C3OC(C)(C)OC23)cc1 (configuration not stated) | 11
O=C(N/N=C\c1ccc(F)cc1)c1cc(OCC(F)(F)F)ccc1OCC(F)(F)F | 0
CCOc1ccc(CC(=O)Nc2c(C(N)=O)oc3ccccc23)cc1OCC | -12
CCOCCn1cnc2sc(C(=O)Nc3nc(C)c(C(=O)OCC)s3)c(C)c2c1=O | -6
O=C(Nc1cnn(Cc2ccccc2)c1)NC12CC3CC(CC(C3)C1)C2 | -92
CCOC(=O)/C(N=Nc1ccc(F)cc1)=C(/O)c1ccc([N+](=O)[O-])cc1 | -6

An excerpt of these results, in markdown.
| SMILES | sEH activator |
| --- | --- |
| N/C(=N\c1nc2c(c(=O)[nH]1)CCC2)Nc1ccccc1C(F)(F)F | 1 |
| Nc1nc(SCC(=O)NC2CCCCC2)[nH]c(=O)c1-c1ccccc1 | -36 |
| C/C(=N\NC(=O)Cc1ccccc1)c1cccs1 | -15 |
| Cc1cc(C)c2c3c(sc2n1)C(c1ccccc1)C(C#N)=C(N)O3 (configuration not stated) | -10 |
| Cc1ccccc1NC(=S)Nc1cccc([N+](=O)[O-])c1 | 9 |
| CCOC(=O)c1[nH]c(=O)[nH]c1COC(=O)c1cc2ccccc2o1 | -8 |
| CCN(CC)C(NC(=O)Cc1ccccc1)C(Cl)(Cl)Cl (configuration not stated) | 2 |
| Cc1cc(N2CCN(c3ccccc3Cl)CC2)n2cc(-c3ccccc3)nc2n1 | 2 |
| S=C(NCCSCc1ccccc1Cl)Nc1ccccc1 | -8 |
| CC(=O)Nc1ccc(S(=O)(=O)Oc2cccc(N3C(=O)C4CCCCC4C3=O)c2)cc1 (configuration not stated) | 10 |
| O=C(NN1CCOCC1)c1cc(-c2ccccc2)nc2ccccc12 | -5 |
| COc1cccc(CNc2ncnc3cc(OC)c(OC)cc23)c1 | 9 |
| N/C(=N\OC(=O)CCC1CCCCC1)c1cccc([N+](=O)[O-])c1 | -1 |
| COc1ccc(CNC(=O)Nc2cccs2)cc1OC | -4 |
| Cc1cccc2[nH]c3c(N4CCN(C(=O)c5ccco5)CC4)ncnc3c12 | -4 |
| CNC(=O)COC(=O)c1cc(NC(=O)c2ccco2)c(OC)c(OC)c1 | 18 |
| O=C(O)CSc1ncnc2nc[nH]c12 | -12 |
| Nc1ncnc2c1ncn2C1CCC(CO)C(O)C1 (configuration not stated) | 0 |
| Clc1ccc(-c2nc3ncccn3c2Nc2ccc3c(c2)OCO3)cc1 | -3 |
| COc1ccc(NC(=O)C2OC3OC(C)(C)OC3C3OC(C)(C)OC23)cc1 (configuration not stated) | 11 |
| O=C(N/N=C\c1ccc(F)cc1)c1cc(OCC(F)(F)F)ccc1OCC(F)(F)F | 0 |
| CCOc1ccc(CC(=O)Nc2c(C(N)=O)oc3ccccc23)cc1OCC | -12 |
| CCOCCn1cnc2sc(C(=O)Nc3nc(C)c(C(=O)OCC)s3)c(C)c2c1=O | -6 |
| O=C(Nc1cnn(Cc2ccccc2)c1)NC12CC3CC(CC(C3)C1)C2 | -92 |
| CCOC(=O)/C(N=Nc1ccc(F)cc1)=C(/O)c1ccc([N+](=O)[O-])cc1 | -6 |
